Assay outcomes as filed in PubChem.
ALOX12 inh: blocks human arachidonate 12S-lipoxygenase; P18054; purified 12hLO, xylenol orange hydroperoxide absorbance; Potency, µM (titrated, usually from 108 µM), without a hit: at the top dose activity change, negative = inhibition, hits mostly inhibitors; 1.1% of 580,000 active; note: potency is the fitted concentration of half-maximal effect; % is set by controls: 0 for no effect and ±100 for the full control effect
Target sequence (P18054 whole entry, looked up): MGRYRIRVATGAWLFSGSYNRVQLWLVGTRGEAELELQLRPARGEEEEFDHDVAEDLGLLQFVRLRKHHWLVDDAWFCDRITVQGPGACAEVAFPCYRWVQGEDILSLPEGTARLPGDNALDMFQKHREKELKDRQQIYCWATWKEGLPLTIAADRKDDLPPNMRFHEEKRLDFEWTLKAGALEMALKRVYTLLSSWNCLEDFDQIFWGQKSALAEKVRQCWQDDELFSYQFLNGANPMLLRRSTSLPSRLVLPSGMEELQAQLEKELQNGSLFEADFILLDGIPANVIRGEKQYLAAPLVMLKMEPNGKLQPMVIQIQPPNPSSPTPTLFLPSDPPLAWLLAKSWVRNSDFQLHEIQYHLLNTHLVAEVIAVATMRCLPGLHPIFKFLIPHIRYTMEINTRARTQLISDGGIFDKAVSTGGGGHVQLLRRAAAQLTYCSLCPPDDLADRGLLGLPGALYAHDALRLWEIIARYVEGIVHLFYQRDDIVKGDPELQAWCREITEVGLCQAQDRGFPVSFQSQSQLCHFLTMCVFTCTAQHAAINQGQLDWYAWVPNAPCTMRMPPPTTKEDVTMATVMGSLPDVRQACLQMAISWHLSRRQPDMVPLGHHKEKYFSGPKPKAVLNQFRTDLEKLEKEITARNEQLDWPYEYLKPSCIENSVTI
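Purified human 12hLO at 150 nM in 25 mM Hepes, 0.01% Triton X-100, pH 7.0, preincubated 15 min at room temperature with compound. Reaction started with 40 uM arachidonic acid, 30 min at room temperature. Hydroperoxide measured by Fe-xylenol orange, 573/405 nm absorbance ratio.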
LDHA inh: LDHA (human) enzyme inhibition. P00338. 0.15% of 480,000 active. activity change, % (values are at about 110 or 230 µM). purified LDHA, NADH/diaphorase-resazurin fluorescence; stronger effect = lower value; in the data active = activity change below about -30%; inconclusive = mostly about -25% to -30%;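 note: plate controls were DMSO wells for no effect and wells without enzyme for full effect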
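LDH5 2 nM; NADH 0.06 mM, pyruvate 0.2 mM; 200 mM Tris pH 7.4, EDTA, Tween-20; 5 min RT. Detection: diaphorase 0.133 mg/mL + resazurin 37 µM, fluorescence ex540/em590 at 0 and 20 min; normalized to enzyme-free and DMSO wells.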
APE1 inh: blocks human APE1 abasic DNA cleavage | P27695 | recombinant APE1, TAMRA/BHQ-2 abasic DNA cleavage fluorescence | Potency, µM (titrated, usually from 65.8 µM), without a hit: at the highest dose activity change, negative = inhibition, usual class: inhibitors | 0.35% of 350,000 active | AID 2517;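 note: potency is the fitted concentration of half-maximal effect; plate controls were vehicle for no effect and reference inhibitor for full effect; nearly all actives have a fitted effect of over 55% in size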
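APE1 at 0.75 nM final was preincubated with compound 15 min at room temperature, then 50 nM double-stranded THF abasic-site substrate (5'-TAMRA/3'-BHQ-2) was added. Fluorescence (ex 525/em 598 nm) was read kinetically; third-minus-first read gave activity.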
ERG-DNA inh: inhibitors of human ERG Ets domain-DNA interaction. P11308. Potency, µM (series often up to 76.9 µM), inactives show top-dose FP activity, negative = inhibition, actives largely listed as inhibitors. 0.028% of 370,000 active. fluorescence polarization, His-ERG Ets domain / labelled DNA; active = well fitted inhibition curve with a large enough effect in the polarisation, with a control signal flat; inconclusive = small, poorly fitted or top-dose-only effect, or effect the other way, or a change in a side signal; inactive = no such curve, though single readings can be large or run the other way; the % refers to the polarisation;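 note: polarization taken with two DNA probes labelled with fluorescein and Texas red; potency is the fitted concentration of half-maximal effect; % of control where 0% means no effect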
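His-tagged ERG Ets domain (1 uM in the protein solution; 300mM KCl, 50mM Tris-HCl, 1mM EDTA, 1mM DTT, pH 7.5) received compound, then a probe mix of 5 nM fluorescein-DNA and 100nM Texas-615-DNA. Fluorescence polarization was read for both dyes.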
POLB inh: inhibitors of human DNA polymerase beta; Pol beta primer extension/strand displacement, fluorescence kinetic; Potency, µM (highest dose often 114 µM), for the others: at the highest dose activity change, negative = inhibition, usual class: inhibitors; P06746; 1.3% of 340,000 active; note: potency is the fitted concentration of half-maximal effect; % is set by controls: 0 for no effect and ±100 for the full control effect
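Enzyme-only controls used 10 nM Pol beta; buffer lacking enzyme served as negative control. Compound preincubated 15 min, then 50 nM substrate added; 0 and 10 min reads at room temperature.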
POLK inh: inhibitors of human DNA polymerase kappa; Q9UBT6; purified Pol kappa, fluorescent DNA synthesis assay, 10 min; Potency, µM (highest dose often 107 µM), without a hit: top-dose activity, negative = inhibition, actives largely listed as inhibitors; 0.53% of 400,000 active; note: potency is the fitted concentration of half-maximal effect; % is set by controls: 0 for no effect and ±100 for the full control effect
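Here, compound and 10 nM enzyme are combined for 15 min at room temperature; adding 50 nM substrate (final) starts DNA synthesis, tracked by fluorescence at 0 and 10 min against buffer-only wells.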
POLH inh: inhibitors of human DNA polymerase eta; recombinant Pol eta, fluorescent DNA replication assay; Potency, µM (doses to about 114 µM), for the others: at the highest dose activity change, negative = inhibition, most hits filed as inhibitors; 1.2% of 390,000 active; AID 588591; note: potency is the fitted concentration of half-maximal effect; % is set by controls: 0 for no effect and ±100 for the full control effect
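Pol eta (10 nM) was preincubated with compounds for 15 min at room temperature, after which fluorescent replication substrate (50 nM final) was added to start the reaction. Fluorescence was read kinetically at 0 and 10 min.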
Anesthetic bind: binds horse apoferritin like a general anesthetic | P02791 | apoferritin/1-aminoanthracene competitive binding, fluorescence | Potency, µM (titrated, usually from 77.5 µM), without a hit: at the highest dose activity change, negative = displacement, actives largely listed as inhibitors | 0.074% of 350,000 active | AID 485281; note: potency is the fitted concentration of half-maximal effect; % is set by controls: 0 for no effect and ±100 for the full control effect; nearly all actives have a fitted effect of over 20% in size
Target sequence (P02791 2-175 limits assumed): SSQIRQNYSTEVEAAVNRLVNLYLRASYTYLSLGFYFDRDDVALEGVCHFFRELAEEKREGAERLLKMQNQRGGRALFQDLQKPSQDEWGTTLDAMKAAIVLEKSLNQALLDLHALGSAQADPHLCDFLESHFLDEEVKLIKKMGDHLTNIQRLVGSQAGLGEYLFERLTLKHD
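Horse-spleen apoferritin (10 uM) was mixed with 50% saturated 1-aminoanthracene in PBS, exposed to compounds for 10 min at room temperature, and read for fluorescence (ex 380 nm, em 535 nm). Competitive displacement was fitted with a four-parameter Hill equation.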
RGS4 inh: human RGS4 inhibition | Transcreener GDP fluorescence polarization, RGS4-accelerated GTP hydrolysis | Potency, µM (series often up to 114 µM), for inactives: at the top dose activity change, negative = inhibition, actives largely listed as inhibitors | 0.039% of 390,000 active | AID 504845; note: potency is the fitted concentration of half-maximal effect; % is set by controls: 0 for no effect and ±100 for the full control effect; nearly all actives have a fitted effect of over 75% in size; some results filed as inactive show a strong effect at the top dose
Target sequence (P49798 whole entry, looked up): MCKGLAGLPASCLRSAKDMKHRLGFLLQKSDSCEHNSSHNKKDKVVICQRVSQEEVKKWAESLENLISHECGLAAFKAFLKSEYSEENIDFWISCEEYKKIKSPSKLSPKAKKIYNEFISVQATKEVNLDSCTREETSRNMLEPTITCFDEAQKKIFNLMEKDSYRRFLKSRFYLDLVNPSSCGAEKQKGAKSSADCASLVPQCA
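MLSMR compounds (23 nl, pin-transferred) preincubated 10 min at room temperature with a 500nM (2x) first reagent, then RGS4 at 900nM (2x) plus Transcreener GDP mix added; fluorescence polarization (620/688 nm) read before and after 90 min at 30 °C.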
The depositor's hits bear a star; u = inconclusive; x = not tested or not shown; & = joins results of further samples; [ ] = dose if it differs, or a comment. Unless noted, calls come from the whole dose curve; as a rule, active = well fitted curve in the direction sought with a large enough effect; inconclusive = small, poorly fitted or top-dose-only effect, or another doubt; inactive = no such curve, though single readings can be large; an effect the other way counts as inactive or inconclusive. The list is partial, so the mix of outcomes need not match the whole.

SMILES,ALOX12 inh,LDHA inh,APE1 inh,ERG-DNA inh,POLB inh,POLK inh,POLH inh,Anesthetic bind,RGS4 inh
CN(Cc1c(C(=O)N/N=C/c2cccc(O)c2)nnn1-c1nonc1N)C1CCCCC1,4%,-12,2%,-2%,-14%,1%,-3%,-15%,18%
COc1ccc(NC(=O)COc2ccc(Br)cc2)c(OC)c1,120%[activator],-4,25%,4%,15%,-19%,0%,-2%,-5%
CC(CNC(=O)CN1C(=O)c2cccnc2Oc2ccc(Cl)cc21)c1ccccc1 (centres undefined),-3%&-12%,-2&-1,-11%,-7%&1%,74%&1%,-2%&-20%,-18%&-24%,u,-3%[56.9 µM]
c1ccc(N/N=C2\CCCc3ccccc32)nc1,-1%,-4,-1%,2%,-28%,1%,8%,-13%,26%
COc1ccc(-c2noc(N3CCN(c4cccc(C)c4C)CC3)n2)cc1OC,-4%,0,x,7%,-2%,-5%,-20%,66%[activator],12%
Cc1nc2c(c(=O)c3ccccc3n2C)c(=O)n1-c1ccccc1,112%[activator],6,0%,1%,-2%,5%,-16%,-14%,1%
Cc1cccc(NC(=O)CSc2nnc(-c3ccccc3Br)o2)c1C,-2%,-4,-2%,-5%,-20%,1%,-9%,u,u
CC1(C)CC(=O)C(C(=O)C2CCN(S(=O)(=O)c3ccccc3)CC2)C(=O)C1,-7%,2,u,-4%,31%,-11%,3%,-1%,15%
CCCCC1(C)OC(=O)C(=Cc2ccc(-c3ccc(Cl)c(C(=O)O)c3)o2)C(=O)O1 (centres undefined),-23%,-1,u,-4%,16µM*,u,20µM*,20%,-44%
COCCCNC(=O)C1CCN(c2ccc(N3CCOCC3)nn2)CC1,-4%,-13,15%,4%,33%,4%,-16%,80%[activator],28%
CC(C)(C)C1CCc2c(sc3nc(-c4cc5cc(Br)ccc5oc4=O)[nH]c(=O)c23)C1 (centres undefined),0%,-12,x,0%,3%,1%,-4%,21%,41%
COCCCNC(=O)C[C@H]1C[C@H](C(=O)N2CCOCC2)[C@@]2(C)c3[nH]c4cc(-c5ccco5)ccc4c3CCN2C1=O,-10%,-18,6%,-1%,x,5%,-5%,x,u
CCOC(=O)c1cccc(NC(=O)CSc2nc(N)cc(N)n2)c1,-3%,1,4%,2%,19%,5%,-3%,-9%,-48%
Cc1ccc(S(=O)(=O)N(C)c2ccc(OCC(=O)NC3=NCCS3)cc2)cc1,u,0,26%,4%,37%[activator],-17%,-21%,-15%,-16%
Cc1ccc(NC(=O)COc2ccc(N(C)C(=O)C(C)(C)C)cc2)cc1S(=O)(=O)N1CCCCC1,187%[activator],-6,-17%,-1%,x,-5%,-14%,x,-6%
CC1CCCN(C2=C(Cl)C(=O)N(c3cccc(Cl)c3)C2=O)C1 (centres undefined),-19%,1,-1%,-4%,15%,-3%,-14%,-16%,-14%
COc1ccc(C(=O)C(=O)c2ccc(OCCO)cc2)cc1,-60%,-1,-11%,-8%,x,-12%,-12%,x,4%
COc1ccc(OC)c(CN2CCC(CNC(=O)Nc3cccc(Cl)c3)CC2)c1,36%[activator],2,-3%,-18%,3%,8%,-21%,-17%,4%
Cc1ccccc1NC(=S)/C(=C(\[O-])c1cc(C)n(Cc2ccccc2Cl)c1C)[n+]1ccccc1,u,-8,-2%,6%,-3%,-12%,5%,-21%,-8%
COc1ccc(C(=O)N2CCC(c3nc4ccccc4s3)CC2)cc1Cl,-18%,1,x,1%,-22%,1%,-21%,14%,-1%
COc1cccc(CNC(=O)c2cc3c(=O)n(C)c4ccccc4c3n2C)c1,-10%,4,x,-1%,15%,-3%,-8%,26%,-26%
Cc1cccc(NC(=S)NNC(=O)Cc2ccccc2)c1,-5%,-6,9%,8%,1%,-10%,-12%,6%,-20%
O=C(O)c1ccc(CSc2nc(-c3ccc(Cl)cc3)cc(C(F)(F)F)n2)cc1,3%,-4,5%,x,89µM*,-13%,-7%,-9%,-7%
CC12CC3CC(C)(C1)CC(C(=O)NC(=S)N1CCCCC1)(C3)C2,25µM*,-3,-8%,x,2%,-7%,-16%,u,-28%
O=C(O)C1CC=CCC1C(=O)Nc1cccc(F)c1 (centres undefined),-10%,0,1%,x,28µM*,-14%,-6%,-12%,4%
CC12CN3CCN(CC(C3)/C1=N\NC(=O)Nc1cccc(Cl)c1)C2,1%,-5,-5%,0%,-13%,-3%,-2%,-7%,5%
O=C(Cn1nc2ccccc2n1)N/N=C/c1ccc(F)cc1,5%,-13,0%,4%,-13%,-17%,6%,-12%,4%
CCOc1[nH]n(-c2ccc(Cl)cc2)c(=O)c1C=NCc1cccnc1,1%,-3,9%,-3%,22%,-11%,-14%,-13%,13%
COC(=O)c1ccc(Cl)cc1NC(=O)N1CC(C)Oc2ccccc21 (centres undefined),-8%,7,x,2%,-7%,0%,-17%,-1%,8%
COCCNC(=S)N/N=C(\C)c1ccc(O)cc1,-2%,-4,15%,-4%,35%,-12%,-18%,6%,-35%
CSc1ccc(CCNC(=O)Cn2ncc3c(=O)oc4ccc(C)cc4c32)cc1,-5%,-3,x,-7%,4%,-9%,-6%,-11%,22%
COc1ccc(N(CC(=O)NCc2ccncc2)S(=O)(=O)c2ccc(C)c([N+](=O)[O-])c2)cc1,14%,0,8%,-2%,19%,1%,-6%,-3%,-16%
CCCOC(=O)c1ccc(NC(=O)c2cnccn2)cc1,1%,-2,3%,6%,1%,-4%,6%,-11%,12%
O=C(NCc1ccc(Cl)cc1)c1cc(=O)[nH]c2ccc(S(=O)(=O)N3CCOCC3)cc12,6%,-2,-8%,5%,3%,-19%,-7%,-2%,-32%
NC(=O)c1nn(-c2ccccc2)nc1NC(=O)CN1CCOCC1,6%,-8,-2%,-17%,18%,2%,42%[activator],3%,18%[11.4 µM]
CCN1CCN(c2nc3ccccc3nc2C(C#N)S(=O)(=O)c2ccc(C)c(C)c2)CC1 (centres undefined),0%,-11,6%,-1%,-2%,-15%,-14%,-11%,17%
CCCCn1c(N)c(N(CC(C)C)C(=O)C2CCN(S(=O)(=O)c3ccc(F)cc3)CC2)c(=O)[nH]c1=O,u,-2,-21%,1%,9%,-10%,-19%,-4%,14%
CN(Cc1ccc(Cl)c(Cl)c1)C(=O)C1=CC=CN2CCS(=O)(=O)N=C12,u,-3,39%,13%,x,2%,-12%,x,-6%
CCn1cc(/C=C(\NC(=O)c2ccccc2Cl)C(=O)NCCN2CCOCC2)c2ccccc21,-9%,-11,51%,-2%,3%,-14%,-7%,1%,-3%
CC(C)Cc1nn2c(=O)cc(COC(=O)c3ccccc3NC(=O)C3CCCCC3)nc2s1,u,-10,x,1%,-6%,-13%[60.1 µM],5%,11%,-20%
N#Cc1ccc(OCC(=O)NCCCn2ccnc2)cc1,-16%,-5,1%,-1%,x,6%,-2%,x,22%
CCOc1cc(C(=S)N2CCC(O)CC2)ccc1OS(=O)(=O)c1ccc(Br)cc1,u,1,2%,x,25%,-6%,-16%,0%,-41%
COc1ccc(NC(=O)CN(Cc2ccccc2)S(C)(=O)=O)c(OC)c1,16%,1,-1%,5%,12%,-9%,4%,-14%,-6%
Cc1cccc(OCCNC(=O)c2cncc(Br)c2)c1,-4%,-5,-5%,10%,2%,-13%,-6%,-8%,31%
CN(C(=O)c1cc(-c2ccc3c(c2)OCO3)on1)c1ccccc1,-10%,-12,0%,1%,4%,-6%,-23%,4%,5%
Cc1nn(Cc2ccc(Cl)cc2)c(C)c1N,u,-6,2%,3%,19%,-3%,-10%,-11%,-16%
COc1ccc(C(=O)NC2CC(C)(C)Cc3c2cnn3-c2ccccc2)c(OC)c1 (centres undefined),0%,-2,-9%,-2%,-13%,-21%,u,-3%,-13%
CCc1ccc(NC(=O)CSc2nc3ccccc3c(=O)n2CCNC(C)=O)cc1,-13%,-1,x,0%,17%,-3%[60.1 µM],1%,-5%,34%
CCN(CC)CCCC(C)Nc1ccnc2cc(Cl)ccc12 (centres undefined),400%[activator],-4,u,x,6%[57.1 µM],2%[60.1 µM],-3%[57.1 µM],-5%,-3%[56.9 µM]
Cc1ccc(C(=O)NCc2ccccn2)cc1S(=O)(=O)N1CCCCC1,x,5,34%,37%[activator],3%,2%,-14%,-19%,-17%

Continued:
SMILES,ALOX12 inh,LDHA inh,APE1 inh,ERG-DNA inh,POLB inh,POLK inh,POLH inh,Anesthetic bind,RGS4 inh
Cc1csc2ncc(C(=O)NCCC(c3ccccc3)c3ccccc3)c(=O)n12,-29%,0,0%,9%,0%,13%,-16%,-23%,-23%
COC(=O)CC1Oc2ccc(C)cc2-n2cc(-c3ccc(C)cc3)nc21 (centres undefined),u,-6&0,x,-3%,29%,4%,-3%,-5%,11%
CCCn1c(N)c(C(=O)CN(C)CC(=O)Nc2cccc(F)c2)c(=O)[nH]c1=O,-2%,-6,21%,-4%,x,-17%,-15%,x,4%
COP1(=O)CC(O)C(O)C(COCc2ccccc2)O1 (centres undefined),x,x,3%,x,x,-10%,x,0%,13%
O=C1CC(c2ccccc2)CC(O)=C1C=NC1CCCC1 (centres undefined),-6%[57.4 µM],-6,-7%,x,-1%,-10%,11%,-16%,22%
